# ATG4B inhibitor = ATG4B (human) cysteine protease inhibition; Q9Y4P1; ATG4B cleavage of LC3-PLA2, NBD-HPC fluorescence, 1 h; inhibition, % at 8.33 µM; 340,000 tested, 0.51% active; AID 504462; in the data active means inhibition above about 40%
# Target sequence (Q9Y4P1 whole entry, looked up): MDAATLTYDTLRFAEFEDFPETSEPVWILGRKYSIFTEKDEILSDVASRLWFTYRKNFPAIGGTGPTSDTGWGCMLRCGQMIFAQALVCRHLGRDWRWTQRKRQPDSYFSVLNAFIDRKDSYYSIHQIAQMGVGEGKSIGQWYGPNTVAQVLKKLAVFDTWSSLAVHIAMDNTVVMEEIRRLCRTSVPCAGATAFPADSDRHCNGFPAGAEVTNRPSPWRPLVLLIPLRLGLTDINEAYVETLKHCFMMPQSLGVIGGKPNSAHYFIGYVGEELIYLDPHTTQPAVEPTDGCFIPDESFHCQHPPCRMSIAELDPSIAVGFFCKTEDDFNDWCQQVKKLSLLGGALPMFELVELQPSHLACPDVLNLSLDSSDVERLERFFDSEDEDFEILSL
# SENP8 inh = blocks human SENP8 cleavage of Nedd8 substrate. Q96LD8. recombinant SENP8, Nedd8 substrate fluorescence. inhibition, % at 20 µM. 360,000 tested, 0.64% active. AID 602440; in the data active means inhibition mostly above about 40%, no sharp cut-off; inactive means mostly below about 27%
# SENP1 inh = SENP1 (human) catalytic domain inhibition | Q9P0U3 | recombinant SENP1 catalytic domain, CyPet-SUMO1-YPet FRET cleavage | inhibition, % at 10 µM | 360,000 tested, 0.21% active | AID 624204;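 active means inhibition at least 30% at 10 µM, raw YFP signal under a set limit, fluorescence ratio 0.5 to 1.5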;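 further: 0% = enzyme with DMSO and 100% = no enzyme wells; some results filed as inactive read as strong as hits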
#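 material = recombinant human SENP1 catalytic domain, His6-tagged | quantity = 20 pM enzyme | reagent = 25 nM SUMO1 FRET substrate | compound dosing = 10 µM single point, 0.5% DMSO | timing = 50 min enzyme reaction, room temperature, light-protected | detection = FRET, CFP and YFP emission | control set = no-enzyme low, enzyme-DMSO high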
# hIAP act = increases human intestinal alkaline phosphatase activity; P09923; purified human IAP, CDP-Star luminescence, 30 min; stronger effect = higher value; 1 = vehicle-only enzyme, 0 = enzyme-free background; activation factor at 10 µM; 330,000 tested, 0.16% active; AID 2524;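 active means activation factor of the enzyme at least 2-fold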; further: the source names both 10 and 20 µM as test concentration; values of inactives mirror those of a sister screen read the other way
# Target sequence (P09923 whole entry, looked up): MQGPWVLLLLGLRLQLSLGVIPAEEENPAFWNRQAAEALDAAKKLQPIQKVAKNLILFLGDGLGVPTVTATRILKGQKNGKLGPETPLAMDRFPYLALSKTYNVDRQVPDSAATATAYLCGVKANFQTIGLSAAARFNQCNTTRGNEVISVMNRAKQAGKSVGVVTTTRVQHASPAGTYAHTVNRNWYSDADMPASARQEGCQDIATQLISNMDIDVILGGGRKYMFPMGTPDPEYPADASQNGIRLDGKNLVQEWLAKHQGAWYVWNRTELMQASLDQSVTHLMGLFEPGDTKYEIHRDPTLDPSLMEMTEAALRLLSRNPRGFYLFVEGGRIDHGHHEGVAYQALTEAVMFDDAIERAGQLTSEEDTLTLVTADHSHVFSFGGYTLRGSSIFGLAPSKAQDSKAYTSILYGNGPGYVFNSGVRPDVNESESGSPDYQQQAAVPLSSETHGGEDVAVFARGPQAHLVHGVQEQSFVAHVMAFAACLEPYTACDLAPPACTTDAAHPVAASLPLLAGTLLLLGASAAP
# PfGluPho inh = PfG6PD (Plasmodium falciparum) enzyme inhibition. PfGluPho enzyme, NADPH resazurin-diaphorase fluorescence. inhibition, % at 20 µM. 350,000 tested, 0.78% active. AID 504690;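 active means inhibition reaching at least a set limit at 20 µM in the primary screen, cut at about 59% in these data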;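 further: 0% = DMSO wells with substrate and 100% = DMSO wells lacking glucose-6-phosphate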
# GRIN3A LBD mod = modulators (binders) of human NR3A ligand-binding domain. NR3A LBD differential scanning fluorimetry, Tm shift; 0% = protein alone, 100% = glycine-bound protein. Tm shift relative to glycine control, % at 25 µM. 340,000 tested, 2.5% active. AID 1259313;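 active means melting temperature shift of at least 10% of the positive control shift, at one fixed dose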
# SENP6 inh = blocks the human protease SENP6. 330,000 tested, 1.8% active. Recombinant SENP6 catalytic domain, aminoluciferin luminescence. Q9GZR1. inhibition, % at 10 µM;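 active means inhibition above about 50% at the single tested dose, limit read from the data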;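 further: plate controls were DMSO wells with enzyme for no effect and DMSO wells lacking enzyme for full effect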
# MPTP block = permeability transition pore inhibition. inhibition, % at 10 µM. isolated mouse mitochondria, Ca2+ swelling absorbance, 30 min. 360,000 tested, 1.4% active;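 active means inhibition of 50% or more, scaled per plate between neutral and stimulator controls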;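 further: 0% = DMSO wells given calcium and 100% = 1 mM EGTA wells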
# Numbers without * were called inactive; . = not tested or not shown.
SMILES,ATG4B inhibitor,SENP8 inh,SENP1 inh,hIAP act,PfGluPho inh,GRIN3A LBD mod,SENP6 inh,MPTP block
CCCCOC(=O)c1ccc(NC(=O)C(=O)NCc2ccncc2)cc1,1,25,0,1,-5,0,-2,0.8
CC(C)(C)OC(=O)NCCc1n[nH]c(=S)o1,-3,21,2,0.84,6,0,-15,-0.9
CN(C)c1ccc(C(=S)N2CCN(c3ccc([N+](=O)[O-])cc3)CC2)cc1,0,-5,-12,0.88,60*,1,-11,2.8
Nc1ccccc1C(=O)Nc1nccs1,-3,-379,-19,0.94,-6,-3,-5,-0.2
CCC1=C2CC[C@H]3C(=O)N(c4ccccc4)C(=O)[C@H]3[C@H]2[C@@]2(C)C(=NCC3CC3)OC(=O)N2C1=O,3,6,0,1.1,14,0,-8,-1.0
O=C(CN1CCCC1)N1CCCC(c2ccc(F)cc2)c2ccc(F)cc21 (stereo not drawn),-5,5,2,0.96,8,-10,1,-0.1
O=C(COC(=O)c1ccccc1Nc1ccccc1)NCc1ccco1,-9,-172,-1,1,6,8,8,-2.4
CCOC(=O)COc1ccc(/C=C2/SC(=Nc3ccccc3)N(Cc3cccnc3)C2=O)cc1OC,-4,43*,-1,0.73,1,1,-2,-3.9
CCCNC(=O)COc1nc2ccccc2nc1N1CCOCC1,-2,-1,1,1,-1,5,5,1.3
COc1ccc(NC(C)=O)cc1NC(=O)CN1CCN(C(=O)c2ccco2)CC1,12,18,1,1.2,-5,1,-14,-1.0
CCOC(=O)/C(O)=C/c1ncc(C(F)(F)F)cc1Cl,-2,18,-1,0.95,-12,-1,-6,-2.2
Cc1cccc2c1nc(-c1ccccc1)n1cnnc21,2,9,2,0.89,-14,-1,-11,-0.4
Cc1cc2oc(=O)cc(CN3CCN(S(=O)(=O)c4ccc5c(c4)OCCO5)CC3)c2cc1C,-11,30,3,1,-14,-4,-4,2.1
CSCC[C@H](NC(=O)[C@@H]1Cc2ccccc2CN1)C(=O)NC1CCCC1,4,0,-3,1.2,7,-1,-18,0.1
CCOc1cccc2sc(=NC(=O)c3ccc(S(=O)(=O)N4CCOCC4)cc3)n(C)c12,-12,-271,-2,0.91,7,1,19,-1.0
C=CCn1c(NCc2ccc(OC)cc2O)nc2ccccc21,-7,20,-2,1.3,5,-2,-6,1.6
COc1ccccc1OCCNc1cc(N2CCOCC2)ccc1[N+](=O)[O-],-7,18,2,1.2,38,-1,-20,2.8
CCN1CCN(c2nc3c(c(=O)[nH]c(=O)n3C)n2CCCSc2ncccn2)CC1,-2,20,2,0.97,-22,1,9,22
O=c1c2ccccc2sn1-c1ccc(S(=O)(=O)N2CCCC2)cc1,-10,9,0,0.84,111*,4,43,0.3
O=C(Nc1ccc2c(c1)CN(Cc1ccc(CO)o1)CC2)c1ccc(C(F)(F)F)cc1,12,-3,-20,0.82,10,-2,-2,0.2
O=C(/C=C/c1ccccc1[N+](=O)[O-])OCC(=O)N1CCCC1,1,3,-2,0.81,-8,0,3,-0.3
COC(=O)c1[nH]c2cccc(C)c2c1NC(=O)CN1CCN(c2ccccc2OC)CC1,-9,-130,-1,1.2,2,0,-14,-4.6
O=C(NNC(=O)c1ccncc1)Nc1ccc(Cl)cc1,3,-2,4,.,0,-1,.,22
CC(C)(C)NC(=O)NC12CC3CC(CC(C3)C1)C2,-6,9,0,1.2,-11,-2,-8,-0.3
C[C@@H](C(=O)NCCCCCC(=O)O)n1nnc2ccccc2c1=O,0,10,2,1,1,0,6,-1.4
O=C(N[C@@H](Cc1c[nH]c2ccccc12)C(=O)O)C1CCN(S(=O)(=O)c2ccc(Cl)cc2)CC1,6,11,1,1.2,-18,-2,-8,-0.2
COc1cccc(-c2ncc3ccccn23)c1,-2,-402,-17,0.97,19,1,24,1.6
CCCCNc1oc(-c2cccs2)nc1S(=O)(=O)c1ccccc1,-5,-80,-1,0.91,11,1,-4,-4.1
O=C(CC1Sc2ncnn2C1=O)Nc1ccc(Br)cc1 (stereo not drawn),3,-17,-10,0.98,3,0,-9,-0.2
CN(CC(=O)N1CCN(c2ccccn2)CC1)S(=O)(=O)c1ccc(Cl)cc1,3,3,2,1.1,-19,-1,12,0.0
COc1cccc2cc(-c3csc(CCn4nc(C)cc4C)n3)c(=O)oc12,-14,-471,-3,1.2,4,-2,-1,1.0
Cc1ccc(Oc2ccc3c(c2)C(=O)N(c2ccc(S(=O)(=O)Nc4nccs4)cc2)C3=O)cc1,21,21,2,0.97,-19,1,-6,4.1
Cn1c(/C=N/NC(=O)c2ccccc2Br)nc2ccccc21,-12,-53,-1,1.2,-5,2,13,-0.9
CCN(CC)S(=O)(=O)c1cccc(NC(=O)CN(C)C2CCCCC2)c1,-10,19,2,1.2,12,0,-3,0.8
C#CCOCCOCCOCCNc1nc(N2CCN(C(=O)CCCCCCCCCCNC(=O)[C@H](CCCCN)n3cc(CCCC(=O)O)nn3)CC2)nc(N2CCN(C(=O)CCCCCCCCCCNC(=O)[C@H](CCCCN)n3cc(CCCC(=O)O)nn3)CC2)n1,-24,14,-2,0.94,-3,-7,-15,-1.6
Cc1ccc(OCCNC(=O)c2ccc3c(c2)OCO3)cc1,-3,-1,3,0.88,2,0,-14,0.9
CC(C)(C)N(Cc1ccccc1)C(=O)COC(=O)C1CC(=O)N(Cc2ccccc2)C1 (stereo not drawn),-5,2,1,.,2,2,.,-0.9
CN(CC(=O)Nc1ccccc1Cl)C(=O)c1ccc(N2CCCCCC2)c([N+](=O)[O-])c1,9,16,0,0.89,2,0,-14,-2.0
COC1=C(c2ccccc2)C(=O)c2ccccc2C1=O,-10,92*,13,1,24,-2,28,7.1
Cc1ccccc1NC(=O)Cn1c(C)nc2ccc(NC(=O)C3CC3)cc2c1=O,0,-2,0,0.99,-6,1,-7,0.3
Cc1ccc(N=c2c([N+](=O)[O-])nn(-c3ccc(Cl)cc3)n2O)cc1C,-6,1,-2,0.95,14,1,-1,-0.1
Cc1nn(Cc2ccccc2)c(Cl)c1/C=C/C(=O)OC(C(=O)NC(N)=O)C(C)C (stereo not drawn),-1,1,2,1.1,-12,-2,-17,-4.2
CC(=O)CC(=O)NC1CCc2ccccc21 (stereo not drawn),6,3,2,.,-19,0,.,-0.1
CCC(C)NC(=O)CNC(=O)c1nn(-c2ccc(OC)c(Cl)c2)c(=O)c2ccccc12 (stereo not drawn),7,-236,-3,0.96,2,0,1,-0.6
Cc1ccc(C)c(C(C)NC(=O)c2ccncc2)c1 (stereo not drawn),2,12,-3,1,-10,-3,-2,4.4
CC(C)(C)c1ccc(C(=O)N2CCC(C(=O)c3ccccc3)CC2)cc1,4,8,3,1.1,0,1,-1,0.5
COC(=O)c1ccc(OC(=O)CS(=O)c2ccccc2[N+](=O)[O-])cc1 (stereo not drawn),-3,16,-1,0.93,1,-1,14,0.8
C/C(=N\Nc1ccc([N+](=O)[O-])cc1[N+](=O)[O-])C(C)C(C)C (stereo not drawn),-9,34,1,0.68,0,0,0,1.3

# Structural class, the entries above with a COOH group (three)
SMILES,ATG4B inhibitor,SENP8 inh,SENP1 inh,hIAP act,PfGluPho inh,GRIN3A LBD mod,SENP6 inh,MPTP block
C[C@@H](C(=O)NCCCCCC(=O)O)n1nnc2ccccc2c1=O,0,10,2,1,1,0,6,-1.4
O=C(N[C@@H](Cc1c[nH]c2ccccc12)C(=O)O)C1CCN(S(=O)(=O)c2ccc(Cl)cc2)CC1,6,11,1,1.2,-18,-2,-8,-0.2
C#CCOCCOCCOCCNc1nc(N2CCN(C(=O)CCCCCCCCCCNC(=O)[C@H](CCCCN)n3cc(CCCC(=O)O)nn3)CC2)nc(N2CCN(C(=O)CCCCCCCCCCNC(=O)[C@H](CCCCN)n3cc(CCCC(=O)O)nn3)CC2)n1,-24,14,-2,0.94,-3,-7,-15,-1.6

# Later entries:
SMILES,ATG4B inhibitor,SENP8 inh,SENP1 inh,hIAP act,PfGluPho inh,GRIN3A LBD mod,SENP6 inh,MPTP block
CC1CC(C)CN(C(=O)C(C)N(C)CC(=O)Nc2ccccc2Cl)C1 (stereo not drawn),10,1,1,1.3,-5,-1,17,-1.6
O=C(O)CCn1c(-c2ccccc2)cc2c1CCCC2=O,0,-9,5,0.88,0,1,2,-2.3
CC1CN(CCOc2cccc(Oc3ccccc3)c2)CC(C)O1 (stereo not drawn),3,3,1,0.89,-8,-1,0,1.1
C/C(N)=C(/C#N)C(=O)CSc1nc2ccccc2c(=O)n1CCCO,-6,3,0,0.9,3,0,-19,0.4
CCOC(=O)c1nnn(-c2ccc([N+](=O)[O-])cc2[N+](=O)[O-])c1C,-2,29,-2,1,1,2,21,-1.8
Cc1ccc(-n2nnnc2SCC(=O)N2Cc3ccccc3CC2C(=O)O)cc1 (stereo not drawn),-1,25,-1,1,1,-4,1,0.6
C=CCN(c1ccccc1)S(=O)(=O)c1ccc(Cl)c(C(=O)OCC(=O)NCCCN2CCCC2=O)c1,-3,8,1,1.1,-8,0,-6,1.0
Nc1ccc2nc(C(F)(F)F)[nH]c2c1,0,-5,1,1.1,-10,1,0,0.7
COc1cccc(-c2noc(-c3cccs3)n2)c1,-2,1,0,1.1,1,0,92*,2.1
CCC(C(=O)N1CCOCC1)n1c2ccccc2c2nc(=O)cc(C)n21 (stereo not drawn),-3,-20,1,1.1,2,0,17,-0.5
O=C(c1ccc2c(c1)N(Cc1ccccc1)CCS2)N1CCOCC1,-4,-381,1,0.92,-22,-1,-3,0.8
Cc1ccc(-n2nnc(-c3cnc4ccccc4c3)n2)cc1,-4,-5,-11,0.99,10,-2,34,1.9
CNC(=O)c1ccc(-c2sc3nc(N4CCOCC4)c4c(c3c2N)CCCC4)o1,-3,-251,-22,0.89,-4,-5,55*,3.3
CC(C)CCc1noc(CN(CC2CCC2)CC2CCCO2)n1 (stereo not drawn),0,25,5,0.9,5,0,0,1.4
Cc1ccc(N2C(=O)C3C(C2=O)N2CCCN2C3c2ccccc2)cc1C (stereo not drawn),3,11,-1,0.97,27,-3,-8,0.0

# A second format for part of the listing above.
Compound | ATG4B inhibitor | SENP8 inh | SENP1 inh | hIAP act | PfGluPho inh | GRIN3A LBD mod | SENP6 inh | MPTP block
CC(C)(C)N(Cc1ccccc1)C(=O)COC(=O)C1CC(=O)N(Cc2ccccc2)C1 (stereo not drawn) | -5 | 2 | 1 | . | 2 | 2 | . | -0.9
CN(CC(=O)Nc1ccccc1Cl)C(=O)c1ccc(N2CCCCCC2)c([N+](=O)[O-])c1 | 9 | 16 | 0 | 0.89 | 2 | 0 | -14 | -2.0
COC1=C(c2ccccc2)C(=O)c2ccccc2C1=O | -10 | 92* | 13 | 1 | 24 | -2 | 28 | 7.1
Cc1ccccc1NC(=O)Cn1c(C)nc2ccc(NC(=O)C3CC3)cc2c1=O | 0 | -2 | 0 | 0.99 | -6 | 1 | -7 | 0.3
Cc1ccc(N=c2c([N+](=O)[O-])nn(-c3ccc(Cl)cc3)n2O)cc1C | -6 | 1 | -2 | 0.95 | 14 | 1 | -1 | -0.1
